Screening results (PubChem)
HTT ATP protect – qHTS Multiplex Assay to Identify Dual Action Probes in a Cell Model of Huntington: Cytoprotection (ATP). PC12 HTT-Q103 induced, cytoprotection, ATP luminescence, 40 h. Potency, µM (series often up to 56.4 µM), for inactives: cytoprotection (ATP increase), most hits filed as activators. 230,000 tested, 0.14% active. AID 1471, 2008;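 also: potency is read from the fitted curve at half-maximal effect; % of control where 0% means no effect; nearly all actives have a fitted effect of over 45% in size; toxic huntingtin expression switched on by the ecdysone agonist tebufenozide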
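Compounds were screened for protection of PC12 cells against cell death after tebufenozide induction (100 nM final) of mutant Huntingtin exon 1 (Q103) fused to GFP.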
CBFb RUNX1 block – qHTS Assay for Compounds Blocking the Interaction Between CBF-beta and RUNX1 for the Treatment of Acute Myeloid Leukemia | Potency, µM (series often up to 59.8 µM), without a hit: top-dose activity, negative = inhibition, most hits filed as inhibitors | Runt-related transcription factor 1 (Homo sapiens) + Core-binding factor subunit beta … | 230,000 tested, under 10 active | AID 1477, 2009 | AlphaScreen CBFb-His/RUNX1-biotin binding, biochemical; also: % of control where 0% means no effect
Target sequence (Q01196 whole entry, looked up): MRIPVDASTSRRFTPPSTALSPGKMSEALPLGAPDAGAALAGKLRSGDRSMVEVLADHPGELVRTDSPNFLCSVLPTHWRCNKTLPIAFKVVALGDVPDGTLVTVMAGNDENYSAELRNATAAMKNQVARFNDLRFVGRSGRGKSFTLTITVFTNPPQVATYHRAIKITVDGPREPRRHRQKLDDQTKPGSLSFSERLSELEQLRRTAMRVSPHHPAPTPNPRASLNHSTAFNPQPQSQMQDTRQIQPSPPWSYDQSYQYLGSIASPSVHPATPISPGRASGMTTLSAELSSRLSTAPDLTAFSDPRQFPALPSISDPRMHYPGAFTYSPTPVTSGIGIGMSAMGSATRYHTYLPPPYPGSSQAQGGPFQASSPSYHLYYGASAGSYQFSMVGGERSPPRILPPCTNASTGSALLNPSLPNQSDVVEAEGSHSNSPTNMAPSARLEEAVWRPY
Target sequence (Q13951 whole entry, looked up): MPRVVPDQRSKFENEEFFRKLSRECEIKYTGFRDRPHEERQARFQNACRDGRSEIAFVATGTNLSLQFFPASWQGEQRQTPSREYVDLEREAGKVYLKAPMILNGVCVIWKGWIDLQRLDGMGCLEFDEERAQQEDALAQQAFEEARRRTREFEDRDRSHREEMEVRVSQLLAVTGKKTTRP
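CBF-beta (His) and RUNX1 (biotin), 30 nM each; 20 min preassociation; + compound, 15 min; + beads 50 ng each (Ni, streptavidin), 90 min; RT; AlphaScreen read.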
KinaseGlo FLuc – Counterscreen for Luciferase (Kinase-Glo TM) Inhibition. Kinase-Glo luciferase, ATP luminescence, 8 min. Potency, µM (series often up to 38.3 µM), for the others: at the highest dose activity change, negative = inhibition, hits mostly inhibitors. AID 1379, 2008. 200,000 tested, 0.28% active; also: potency is read from the fitted curve at half-maximal effect; % is scaled to controls: 0 for no effect and ±100 for the full control effect; nearly all actives have a fitted effect of over 60% in size
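Light output from Kinase-Glo luciferase with luciferin and 10 uM ATP in 50 mM imidazole pH 7.2, KCl, MgCl2, Tween 20, BSA; compound pin-delivered, 8-min ambient incubation, then luminescence read.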
SMN2 splice up – qHTS Assay for Enhancers of SMN2 Splice Variant Expression; 210,000 tested, 2.8% active; HEK293 SMN2-luciferase splicing reporter, luminescence, 30-36 h; Potency, µM (doses to about 46.1 µM), for the others: at the top dose activity change, positive = activation, usual class: activators; also: potency is read from the fitted curve at half-maximal effect; % of control where 0% means no effect; nearly all actives have a fitted effect of over 55% in size
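HEK293 cells carry an SMN2 minigene-luciferase reporter in which exon 7 inclusion puts luciferase in frame. Cells were seeded at 2000 cells/well, attached for 10-12 hours, then exposed to compounds for 30-36 hours at 37C before ONE-Glo luminescence.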
Lamin A splicing – qHTS Assay for Modulators of Lamin A Splicing. HeLa LMNA splicing GFP/RFP minigene ratio, 48 h. Potency, µM (highest dose often 46.1 µM), without a hit: top-dose ratio change, negative = inhibition, actives largely listed as inhibitors. 200,000 tested, 0.01% active; active = well fitted inhibition curve with a large enough effect in the signal ratio, with a control signal flat, not every such curve was filed as active; inconclusive = small, poorly fitted or top-dose-only effect, or effect the other way, or a change in a side signal; the % refers to the signal ratio; also: potency is read from the fitted curve at half-maximal effect; % is scaled to controls: 0 for no effect and ±100 for the full control effect
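Read-out is the ratio of GFP to DsRed2 object intensity, acquired by 488 nm laser-scanning cytometry on HeLa lamin A-EGFP minigene reporter cells. Compound incubation 48 hrs at 37 °C in Opti-MEM with 2% FBS; DMSO 0.5% final.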
IMPase Li inh – qHTS Assay for Identifying the Cell-Membrane Permeable IMPase Inhibitors: Potentiation with Lithium | CHO-M1 cells, IP1 TR-FRET (IP-One), carbachol + lithium | Potency, µM (highest dose often 59.4 µM), without a hit: at the highest dose activity, negative = IMPase inhibition, usual class: inhibitors | 210,000 tested, 0.35% active;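 also: IP1 builds up when IMPase is blocked and the TR-FRET signal falls; potency is read from the fitted curve at half-maximal effect; plate controls were basal vehicle for no effect and high inhibitor control for full effect; nearly all actives have a fitted effect of over 50% in size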
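Test compounds were applied to CHO-M1 cells previously cultured for 16–30 h at 2000 per well. A small lithium amount accompanied them; after 30 min at 37C, IP1 was quantified by TR-FRET.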
HTT aggregate – qHTS Multiplex Assay to Identify Dual Action Probes in a Cell Model of Huntington: Aggregate Formation (GFP). PC12 HttQ103-GFP aggregates, Acumen cytometry, 40 h. Potency, µM (titrated, usually from 46.1 µM), for the others: at the highest dose activity change, negative = inhibition, usual class: inhibitors. 220,000 tested, 1.1% active; also: potency is read from the fitted curve at half-maximal effect; % is scaled to controls: 0 for no effect and ±100 for the full control effect; nearly all actives have a fitted effect of over 60% in size
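Ecdysone-promoter PC12 model expressing HTT exon 1 Q103 fused to GFP, induced by tebufenozide at 100 nM final. Compounds titrated; aggregates sized 1–25 µm scored on a 488 nm laser cytometer.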
* = called active by the depositor; ? = inconclusive; · = no result given; & = joins results of further samples; [ ] = dose if it differs, or a comment. Unless noted, calls follow the shape of the dose curve; as a rule, active = well fitted curve in the direction sought with a large enough effect; inconclusive = small, poorly fitted or top-dose-only effect, or another doubt; inactive = no such curve, though single readings can be large; an effect the other way counts as inactive or inconclusive.

Values run as follows: HTT ATP protect	CBFb RUNX1 block	KinaseGlo FLuc	SMN2 splice up	Lamin A splicing	IMPase Li inh	HTT aggregate
1) CCOC(=O)C1(S(=O)(=O)c2ccccc2)CCN(Cc2ccc(Cl)cc2)CC1
  -55%[inhibitor]	5%	1%	-29%	?	9%[38.3 µM]	?
2) O=C(Nc1ccc(Br)cc1)C(c1ccccc1)c1ccccc1
  -42%[inhibitor]	0%	2%	-9%	21%[46 µM]	-10%	-19%
3) COc1cc(S(=O)(=O)NCc2ccncc2)c(OC)cc1Cl
  ?	8%	-1%	-8%	?	4%	-1%
4) CC(C)C(NC(=O)c1ccc(F)cc1)C(=O)Nc1cccnc1 (stereo not given)
  ·	7%	0%	12%	·	2%	-12%
5) O=[N+]([O-])c1ccc(O)c(NC(=S)Nc2ccccc2)c1
  6%	-5%	-5%	-2%	-13%	13%[38.3 µM]	9%
6) CCOc1ccc(Cc2nc(C)c(CC(=O)N3CCOCC3)c(=O)[nH]2)cc1
  0%	4%	-10%	12%	4%	-10%[38.3 µM]	1%
7) CCC(C)N(C(=O)COC(=O)/C=C/c1ccc(O)c(OC)c1)C1CCS(=O)(=O)C1 (stereo not given)
  -7%[10 µM]	3%	-2%	-18%	-11%	10%	7%
8) CC(=O)[C@@H]1[C@@H](C(=O)c2ccc(C)cc2)[C@]2(C(=O)Nc3ccccc32)[C@H]2C=Cc3cc(F)ccc3N12
  3%[10 µM]	-7%	0%	-12%	?	1%	27%
9) CCc1cccc(OCCCCNCCOC)c1
  9%	3%	0%	-4%	13%	22%[38.3 µM]	1%
10) O=C(c1cccc(N2C(=O)C3C4C=CC(C4)C3C2=O)c1)N1CCCc2ccccc21 (stereo not given)
  -32%	-6%	-1%	-14%	·	4%	-17%

Values run as follows: HTT ATP protect	CBFb RUNX1 block	KinaseGlo FLuc	SMN2 splice up	Lamin A splicing	IMPase Li inh	HTT aggregate
11) O=C(NCc1ccco1)c1cnc2n(c1=O)CCS2
  -9%	3%	1%	-3%	-2%	-13%[38.3 µM]	-12%
12) CC(C)(C)c1ccc(-c2noc(CCC(=O)NCC3CCCO3)n2)cc1 (stereo not given)
  -110%[inhibitor]	-2%	-2%	-58%[inhibitor]	?	7%[38.3 µM]	?
13) Cc1cccc(NC(=O)Nc2ccc(Oc3c(F)c(F)c(F)c(F)c3F)cc2)c1
  -51%[inhibitor]	-5%	-4%	14%	?	2%[38.3 µM]	-8%
14) CC(=O)c1cccc(NC(=O)N2CCCC2C(=O)NCc2ccc3c(c2)OCO3)c1 (stereo not given)
  -25%[10 µM]	6%	-1%	·	9%[46 µM]	10%	-20%[9.22 µM]
15) CC(C)(C)Nc1c([N+](=O)[O-])c(=O)sc2ccccc12
  -37%[inhibitor]	2%	2%	-24%	·	-3%	12%
16) COc1ccccc1C(=O)Oc1cc(N)n(S(=O)(=O)c2ccccc2)n1
  -9%[10 µM]	-12%	-1%	-10%	?	13%	-1%
17) O=C(Cc1ccc(Cl)cc1)NNc1c(F)c(F)cc(F)c1F
  9%[1.9 µM]	2%	0%	-2%	-8%	-3%	21%
18) OC(CNC1Cc2ccccc2C1)COc1ccc(Cl)cc1 (stereo not given)
  -1%[10 µM]	13%	·	·	·	·	-10%[9.22 µM]
19) O=C(CSCCSCC(=O)c1ccco1)c1ccco1
  -3%[10 µM]	-14%	-3%	-8%	10%	10%[38.3 µM]	10%
20) COc1ccc(-c2ccccc2)cc1NCc1ccc(OC)c(OC)c1
  -12%[10 µM]	-26%	-1%	-6%	?	12%	6%

Values run as follows: HTT ATP protect	CBFb RUNX1 block	KinaseGlo FLuc	SMN2 splice up	Lamin A splicing	IMPase Li inh	HTT aggregate
21) CC(=O)Nc1cccc(NC(=O)C2CC3CCC2C3)c1 (stereo not given)
  -33%	2%	-1%	·	-7%	7%[38.3 µM]	5%
22) Cc1cccc(-c2nc(CN3CCCC(C(=O)NC4CCC(C)CC4)C3)c(C)o2)c1 (stereo not given)
  -45%[inhibitor]	1%	0%	-18%	9%	16%[38.3 µM]	-2%
23) COc1ccc(-n2c(Cc3cccn3C)nnc2SCC(=O)Nc2nc(C)cs2)cc1
  9%[10 µM]	-21%	0%	-16%	-4%	1%	2%
24) CC(C)CC(NC(=O)C1CCC(C)CC1)C(=O)Nc1ccccn1 (stereo not given)
  -21%	5%	-4%	12%	?	10%[38.3 µM]	-13%
25) CCOC(=O)c1[nH]c2ccccc2c1NC(=O)CC(C)(C)C
  -13%	1%	1%	-1%	-5%	2%[38.3 µM]	-7%
26) CC(C)CCn1c(=O)c2ccccc2n2c(CCl)nnc12
  0%	2%	-2%	-50%[inhibitor]	·	6%	4%
27) COc1ccc(/C=C/C(=O)NC(=S)N2CCSCC2)cc1
  -45%[inhibitor]	-4%	-2%	-10%	·	24%	-8%
28) NC(=O)C[n+]1cccc2ccccc21
  14%	3%	-6%	-2%	5%	-15%[38.3 µM]	3%
29) Cc1cccc(Oc2ccc(N)cc2)c1
  -17%	-6%	-3%	3%	14%	43%[activator][38.3 µM]	-16%
30) Cn1c(-c2ccc3c(c2)OCO3)c(C(=O)O)c(=O)c2ccccc21
  ·	7%	-1%	6%	-5%	-8%	-4%

Values run as follows: HTT ATP protect	CBFb RUNX1 block	KinaseGlo FLuc	SMN2 splice up	Lamin A splicing	IMPase Li inh	HTT aggregate
31) CN(C)c1ccc(-c2cncnc2N(C)Cc2ccco2)cc1
  -45%[inhibitor]	·	·	·	?	11%	·
32) CC(C)c1ccc(N(CC(=O)NCC2CCCO2)C(=O)Cn2nnc(-c3cccs3)n2)cc1 (stereo not given)
  -4%[10 µM]	10%	1%	·	?	6%	-9%[9.22 µM]
33) COc1ccccc1OCCC(=O)OCC(=O)Nc1cc(S(=O)(=O)N(C)C)ccc1Cl
  -47%[inhibitor]	3%	2%	0%	-8%[46 µM]	1%	-15%
34) CC12COC3(C(N)=O)CC1CCC32C (stereo not given)
  -5%[10 µM]	15%	3%	7%	-10%	-2%	4%
35) O=C(C1=C(O)C(=O)N(CCOCCO)C1c1ccccn1)c1cccs1 (stereo not given)
  -13%[10 µM]	2%	·	·	·	·	-10%[9.22 µM]
36) O=C1OCC(c2ccccc2)=C1c1ccccc1[N+](=O)[O-]
  -34%[inhibitor]	3%	-2%	23%	·	0%	1%
37) CCCCOC(=O)C(C#N)c1nc2ccccc2nc1N1CCOCC1 (stereo not given)
  -36%	0%	1%	-5%	2%	72%[activator][38.3 µM]	-3%
38) CCOC(=O)/C=C/CN(C(=O)OC(C)(C)C)S(=O)(=O)N1CC=CC1
  16%[10 µM]	16%&9%	·	·	·	·	9%[9.22 µM]
39) C=CCn1c(N)cc(=O)nc1SCC(=O)NC(C)c1ccccc1 (stereo not given)
  -17%[10 µM]	11%	2%	14%	7%	2%[38.3 µM]	-19%
40) CCN(CC)C(=O)C1CCC(CNS(=O)(=O)c2cccc3cccnc23)CC1 (stereo not given)
  -3%	8%	2%	-8%	-7%	1%	-23%

Values run as follows: HTT ATP protect	CBFb RUNX1 block	KinaseGlo FLuc	SMN2 splice up	Lamin A splicing	IMPase Li inh	HTT aggregate
41) Cc1cc2ccccc2nc1SCC(=O)NC1CCCCC1
  -5%[10 µM]	-2%	-1%	·	?	1%	-9%[9.22 µM]
42) COc1cc(S(=O)(=O)Nc2cccc(C)c2)ccc1NC(=O)c1cccnc1
  5%[10 µM]	22%	3%	-37%[inhibitor]	-19%	5%	1%
43) O=C(Cc1ccc(Cl)cc1)NCCS(=O)c1ccc(Cl)cc1 (stereo not given)
  8%	8%	3%	13%	?	-17%[38.3 µM]	10%
44) Cc1cccc(OCc2nc3ccccc3c(=O)n2N)c1
  -15%	10%	-9%	?	2%	10%[38.3 µM]	-11%
45) Cc1ccc2nc(C)cc(C(=O)Nc3nccs3)c2c1
  -10%	3%	-1%	8%	-6%[46 µM]	0%	4%
46) COCCNC(=O)CCSCc1ccccc1F
  5%	2%	3%	?	-2%	20%[38.3 µM]	-15%
47) CCc1ccccc1NC(=S)N(CCN1CCCCC1)Cc1ccco1
  1%	1%	2%	-14%	·	11%	14%
48) COc1ccc(-c2cc(C(F)(F)F)n3nc(C(=O)NCc4ccco4)cc3n2)cc1
  -1%	21%	14%	-18%	3%	0%[38.3 µM]	-8%
49) C/C(=N/NC(=O)CNC(=O)c1cccnc1)c1ccc([N+](=O)[O-])cc1
  -33%[inhibitor]	0%	1%	-1%	·	-11%	-9%
50) COCCNC(=O)C1CC(c2cccc([N+](=O)[O-])c2)=NO1 (stereo not given)
  -17%	3%	1%	-9%	7%	4%[38.3 µM]	7%

Values run as follows: HTT ATP protect	CBFb RUNX1 block	KinaseGlo FLuc	SMN2 splice up	Lamin A splicing	IMPase Li inh	HTT aggregate
51) COc1ccc(N(C)C(=O)Cc2c(C(=O)O)[nH]c3ccccc23)c(OC)c1
  -30%[inhibitor]	-1%	4%	15%	·	2%	-3%
52) Fc1cccc(F)c1/C=C/c1ccc2ccccc2n1
  -20%[10 µM]	-2%	·	·	?	·	15%
53) Cc1ccc(-c2nnc(-c3ccccc3)o2)cc1
  -32%[10 µM]	0%	-26%	2.8µM*	-6%	-6%	-7%
54) O=C(Nc1ccc(F)cc1)c1cccc(N2C(=O)C3C4CCC(C4)C3C2=O)c1 (stereo not given)
  -10%[10 µM]	1%	-1%	-42%[inhibitor]	?	-4%	-6%
55) Cc1ccc(N/N=C/c2c(C)c(C#N)c(=O)n(C)c2O)cc1C
  -13%	7%	0%	29%	·	17%	16%
